High-throughput results (PubChem BioAssay)
Bcl-W Bim block: disrupts Bim peptide binding to human Bcl-W | inhibition, % at 10 µM | 0.02% of 190,000 active | Q92843 | bead-based flow cytometry | AID 952;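 note: 0% = bound tracer without compound and 100% = peptide blocker; higher means less fluorescent Bim peptide bound to Bcl-W beads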
Target sequence (Q92843 whole entry, looked up): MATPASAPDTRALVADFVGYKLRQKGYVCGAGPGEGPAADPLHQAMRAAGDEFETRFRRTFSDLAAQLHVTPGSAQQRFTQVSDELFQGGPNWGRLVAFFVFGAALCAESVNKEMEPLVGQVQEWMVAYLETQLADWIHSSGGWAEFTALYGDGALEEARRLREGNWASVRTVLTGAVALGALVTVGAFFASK
RGS4-Gao reg: modulates binding of RGS4 to human Galphao; Multiplexed bead flow cytometry; actives lie on both sides; binding response (% of control), % at 10 µM; P09471; AID 1415; 0.33% of 220,000 active; in the data active = binding response below about 49% or above about 150%; inactive = in between;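 note: fluorescent Galphao activated with aluminum fluoride binding bead-coupled RGS4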
ABCB1 block: blocks JC-1 efflux by human ABCB1 transporter; P08183; CCRF-Adr cells, flow cytometry; inhibition, % at 6.6 µM; 0.067% of 190,000 active; in the data active = inhibition above about 40%;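 note: 0% = vehicle and 100% = reference inhibitor; higher value means more JC-1 retained so stronger ABCB1 efflux block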
RGS7-Gao reg: human RGS7-Galphao interaction regulation; Multiplexed bead flow cytometry, RGS7-Galphao binding; actives lie on both sides; binding response (% of control), % at 10 µM; 0.35% of 220,000 active; AID 1439; in the data active = binding response below about 49% or above about 150%; inconclusive = no clear call, values can overlap the other calls; inactive = in between;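 note: fluorescent Galphao held in activated GDP-AlF4 state binding bead-coupled RGS7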
Bcl-XL Bim block: human Bim-Bcl-XL interaction inhibition | inhibition, % at 10 µM | Bim peptide-Bcl-XL binding, bead flow cytometry, fluorescence | AID 1007 | Q07817 | 0.04% of 190,000 active
Bcl-2 Bim block: human Bim-Bcl-2 interaction inhibition; 0.06% of 190,000 active; P10415; inhibition, % at 10 µM; Bead-based flow cytometry, Bim peptide-Bcl-2 binding; AID 950; in the data active = inhibition above about 40%; inconclusive = no clear call, values can overlap the other calls;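 note: 0% = no compound wells with probe peptide and 100% = reference peptide inhibitor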
Target sequence (P10415 whole entry, looked up): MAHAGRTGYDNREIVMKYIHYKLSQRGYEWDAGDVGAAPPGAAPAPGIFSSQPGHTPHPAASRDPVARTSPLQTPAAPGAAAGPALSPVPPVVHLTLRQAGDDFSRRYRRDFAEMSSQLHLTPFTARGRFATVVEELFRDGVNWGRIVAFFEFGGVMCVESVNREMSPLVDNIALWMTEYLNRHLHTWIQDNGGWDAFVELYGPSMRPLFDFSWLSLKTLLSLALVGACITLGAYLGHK
RGS8-Gao: regulators of human RGS8-Galphao interaction; response (percent of control binding), % at 10 µM; P09471; 0.34% of 220,000 active; multiplexed bead flow cytometry, RGS8-Galphao binding; actives lie on both sides; in the data active = response below about 60% or above about 140%; inactive = in between;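 note: Galphao activated as the GDP aluminium fluoride complex binding bead-coupled RGS8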
Bim-Mcl-1: disrupts Bim peptide binding to human Mcl-1; Q07820; Bead-based flow cytometry, Bim peptide-Mcl-1 binding; inhibition, % at 10 µM; 0.1% of 190,000 active; AID 1009;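 note: 0% = no compound tracer wells and 100% = peptide blocker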
Target sequence (Q07820 whole entry, looked up): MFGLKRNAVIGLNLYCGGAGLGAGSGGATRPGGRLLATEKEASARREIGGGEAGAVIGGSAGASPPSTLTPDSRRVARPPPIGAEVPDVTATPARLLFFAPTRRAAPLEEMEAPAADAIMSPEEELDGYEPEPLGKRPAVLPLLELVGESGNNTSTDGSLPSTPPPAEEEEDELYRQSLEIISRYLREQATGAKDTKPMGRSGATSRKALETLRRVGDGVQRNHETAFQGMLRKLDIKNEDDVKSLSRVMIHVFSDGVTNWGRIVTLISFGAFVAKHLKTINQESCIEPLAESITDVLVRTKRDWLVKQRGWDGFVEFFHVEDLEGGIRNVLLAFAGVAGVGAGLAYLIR
Bcl-B Bim block: human Bim-Bcl-B interaction inhibition | Q9HD36 | bead-based flow cytometry, Bim peptide-Bcl-B binding | 0.073% of 190,000 active | inhibition, % at 10 µM | AID 951;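 note: 0% = tracer peptide without compound and 100% = reference inhibitor peptide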
Target sequence (Q9HD36 whole entry, looked up): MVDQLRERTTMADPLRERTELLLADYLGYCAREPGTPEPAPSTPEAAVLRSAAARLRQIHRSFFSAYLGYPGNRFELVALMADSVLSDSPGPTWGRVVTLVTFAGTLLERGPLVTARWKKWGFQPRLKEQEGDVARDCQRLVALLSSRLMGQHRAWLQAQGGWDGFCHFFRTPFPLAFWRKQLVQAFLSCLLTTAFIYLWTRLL
Bim-Bfl-1: disrupts Bim binding to human Bfl-1; Q16548; Bead-based flow cytometry, Bim-Bfl-1 binding inhibition; inhibition, % at 10 µM; 0.12% of 190,000 active; AID 1008;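 note: 0% = wells without compound plus tracer and 100% = blocker peptide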
ABCG2 inh: human ABCG2 inhibition, ABCB1 as counter-screen; Q9UNQ0; IgMXP3 cells, JC-1 efflux, flow cytometry; inhibition, % at 6.6 µM; 0.1% of 190,000 active;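 active = inhibition above 80%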;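 note: 0% = DMSO and 100% = nicardipine control wells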
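Incubation: cells with compound and JC-1, 10 min at 25 °C, rotating, no wash / Test system: IgMXP3 (ABCG2) plus far-red-tagged CCRF-Adr (ABCB1) cells / Compound dosing: one concentration, 6.6 µM final / Also added: JC-1 fluorescent substrate / Evaluation: efflux inhibition in percent versus controls / Detection: flow cytometry, 530 nm JC-1 signal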
Numbers without * were called inactive; ? = inconclusive. Cut-off read from the data, not from the text of the source, unless noted: active = inhibition above about 40%.

SMILES	Bcl-W Bim block	RGS4-Gao reg	ABCB1 block	RGS7-Gao reg	Bcl-XL Bim block	Bcl-2 Bim block	RGS8-Gao	Bim-Mcl-1	Bcl-B Bim block	Bim-Bfl-1	ABCG2 inh
COc1cc(C2C(C#N)=C(N)Oc3n[nH]c(C)c32)ccc1OC(=O)c1ccccc1 (stereo unspecified)	0	96	0.0	93	0	0	97	0	0	0	1
N#Cc1cccc(NC(=O)CSc2n[nH]c(=O)[nH]c2=O)c1	1	96	0.3	95	-4	-1	96	0	-1	-3	1
COc1ccc(C)cc1NC(=O)CSc1nnnn1Cc1ccccc1	-1	89	0.4	90	0	-2	92	-4	-1	0	1
O=C(c1ccccc1)N1CCN(C2CCCCCC2)CC1	2	103	0.4	101	0	-6	100	-1	2	-3	1
COCCNC(=O)C(C)Oc1ccc(Cl)cc1Cl (stereo unspecified)	-4	96	0.4	98	-9	-12	98	-6	-4	-10	3
O=C(Cn1nnc2c(cnn2-c2ccc(F)cc2)c1=O)c1ccccc1F	-3	104	-0.5	103	1	-3	102	-3	-1	-2	0
COc1ccc(C/C(C)=N/NC(=O)c2cccnc2)cc1	0	102	0.5	100	-5	-1	103	-3	-5	0	18
Cc1ccc(Cn2c(SC3CCOC3=O)nc3ccccc3c2=O)cc1 (stereo unspecified)	0	71	1.6	83	-5	0	83	0	-4	0	7
CCCC(=O)n1nc(-c2cccnc2)nc1NCc1ccccc1	0	97	1.1	96	0	-2	98	-2	-1	-4	5
CC(C(=O)NCc1ccccn1)c1ccc([N+](=O)[O-])cc1 (stereo unspecified)	-5	99	2.8	96	-3	-4	99	-1	-3	-2	2
Cc1ccccc1CSc1nc2n(n1)C(c1cccs1)C1=C(CCCC1=O)N2 (stereo unspecified)	1	108	0.8	105	-3	-7	103	-3	-9	-14	3
COc1ccc(C2=NOC(C(=O)NC(C)C)C2)cc1 (stereo unspecified)	-3	94	0.6	101	-2	-3	101	0	-3	-2	3
O=C(COC(=O)/C=C/c1ccc2c(c1)OCO2)Nc1ccc(S(=O)(=O)N2CCCC2)cc1	-4	102	0.8	103	-6	-6	97	-4	-12	-9	10
Cn1c(=O)cc(OCC(=O)NCCc2ccc(Cl)cc2)c2ccccc21	-6	97	0.2	103	-1	3	98	-2	-1	6	6
Cc1cc(C)nc(N2CCCC(C(=O)Nc3cc(F)ccc3C)C2)n1 (stereo unspecified)	0	102	0.1	101	-3	-5	101	0	-8	-10	1
CCOc1cc(/C=N/OC(C)=O)ccc1OCc1ccccc1	-1	103	-0.3	104	-1	-2	101	1	-4	-4	3
CCCCN1C(=O)C2C(C(=O)Nc3cccc(OC)c3)C3C=CC2(O3)C1C(=O)NC1CCCCC1C (stereo unspecified)	-4	100	2.2	100	-12	-6	100	-4	-7	-16	27
CCN(CC)S(=O)(=O)c1cc(C)c(C)cc1Br	2	105	-0.2	105	-2	-9	106	-2	-4	-15	4
Cc1ccc(CC2CC(=O)N(c3ccncc3)C2=O)cc1 (stereo unspecified)	2	106	0.3	101	-9	-11	102	0	-7	-12	-1
COc1ccc(NS(=O)(=O)c2ccc3nc(COc4ccc(Cl)c(C)c4)[nH]c3c2)cc1	0	96	0.0	102	0	-7	100	3	-9	0	3
Cc1cc(S(=O)(=O)NCC(C)C)ccc1OCC(=O)NCc1ccco1	0	101	0.9	96	-1	-1	100	0	0	-4	15
CCN(CC)c1ncnc2c1[nH]c1ccccc12	-1	103	0.4	97	-2	-7	102	-1	-5	-11	5
Cc1ccnc(Nc2nc3ccccc3s2)n1	-2	105	0.1	105	1	-2	104	0	-2	-4	0
O=C(c1sc2ccccc2c1Cl)N1CCN(c2ccccc2F)CC1	-1	96	-0.2	96	-4	0	102	-3	0	-1	4
O=C(OCc1c(Cl)nc2sccn12)c1cc2c(s1)CCCC2	0	96	-3.0	98	-1	0	104	-1	-2	0	-3

An excerpt of these results, as a markdown table.
| SMILES | Bcl-W Bim block | RGS4-Gao reg | ABCB1 block | RGS7-Gao reg | Bcl-XL Bim block | Bcl-2 Bim block | RGS8-Gao | Bim-Mcl-1 | Bcl-B Bim block | Bim-Bfl-1 | ABCG2 inh |
| --- | --- | --- | --- | --- | --- | --- | --- | --- | --- | --- | --- |
| COc1ccc(NS(=O)(=O)c2ccc3nc(COc4ccc(Cl)c(C)c4)[nH]c3c2)cc1 | 0 | 96 | 0.0 | 102 | 0 | -7 | 100 | 3 | -9 | 0 | 3 |
| Cc1cc(S(=O)(=O)NCC(C)C)ccc1OCC(=O)NCc1ccco1 | 0 | 101 | 0.9 | 96 | -1 | -1 | 100 | 0 | 0 | -4 | 15 |

Further structures
SMILES	Bcl-W Bim block	RGS4-Gao reg	ABCB1 block	RGS7-Gao reg	Bcl-XL Bim block	Bcl-2 Bim block	RGS8-Gao	Bim-Mcl-1	Bcl-B Bim block	Bim-Bfl-1	ABCG2 inh
Cc1[nH]nc(-c2ccc(O)cc2O)c1-c1nc2ccccc2s1	2	103	-0.5	104	1	0	101	1	-3	-5	-3
CC(/C=C/c1ccccc1)=N\NC(=O)CNC(=O)c1ccccc1Cl	-3	101	0.1	100	-6	-14	101	-2	-7	1	4
CC1CCN(CC(=O)N2CCCc3c2c(=O)oc2ccc(OCc4ccccc4)cc32)CC1	0	92	2.4	95	-2	0	93	1	2	2	9
CCOC(=O)C1CCCN(S(=O)(=O)c2cc(OCC(=O)NC3CCCCC3)c(C)cc2Cl)C1 (stereo unspecified)	-2	114	3.3	113	-13	-7	139	-6	0	-3	10
O=C(NCc1ccccn1)c1ccc(NC(=O)c2ccco2)cc1	-3	97	0.3	96	-3	-4	99	-2	-5	-3	4
CC1CCCCC1NC(=O)NC(=O)CCl (stereo unspecified)	-2	101	0.3	103	-4	0	95	-1	0	0	0
CCC(=O)Nc1nc(C)c(C(=O)NC2CCCCC2)s1	-3	100	0.2	101	-2	-3	100	-4	-2	-3	22
CCCn1c(C)cc(/C=C(\C#N)C(=O)OCC(=O)Nc2ccc(OC)c(Cl)c2)c1C	-4	99	0.1	100	-3	-13	103	0	-5	-12	0
S=C(Nc1ccccc1)N1CCOCC1	-4	101	0.5	94	-5	-3	99	0	-6	-10	2
CN(C)CCn1c(=N)n(CC(O)c2ccc(Cl)c(Cl)c2)c2ccccc21 (stereo unspecified)	-6	108	0.1	104	-9	-3	106	-6	-12	-21	3
COC(=O)c1cc(C(=O)OC)n(Cc2ccc(Cl)cc2Cl)n1	0	101	1.7	100	2	-1	103	-6	-2	-2	4
Cc1ccccc1OCC1Cn2c(nc3c2c(=O)[nH]c(=O)n3C)O1 (stereo unspecified)	-2	99	-0.1	102	-1	0	102	0	-2	-1	1
Cc1cc(NC(=O)Cc2ccccc2)c2ccccc2n1	4	101	1.0	97	0	-1	101	-3	1	5	17
CCn1c(SCC(=O)NCc2ccco2)nnc1-c1ccncc1	-2	104	1.1	100	-5	-4	101	-4	0	-1	1
Cc1nc2ccc(NC(=O)c3cc([N+](=O)[O-])cc([N+](=O)[O-])c3Cl)cc2s1	6	102	-0.2	100	1	13	91	-13	2	52*	6
CCC(Sc1ccccn1)C(=O)Nc1nnc(C)s1 (stereo unspecified)	-4	104	0.4	100	-7	-5	104	-3	-10	-13	3
COC(=O)c1cccc(Nc2ncnc3sccc23)c1	1	103	0.8	?	1	0	102	2	-3	0	9
O/N=C(/CCc1ccccc1)C1(O)CCCCC1	2	107	-0.1	103	-2	-10	102	-3	-9	-13	0
O=C(CCl)N(Cc1cccc([N+](=O)[O-])c1)c1cccc(Cl)c1	1	97	1.0	99	-3	-3	102	-4	-4	-3	2
CCOc1ccccc1NC(=O)C1C2C=CC(C2)C1C(=O)O (stereo unspecified)	-1	105	1.1	99	-5	-12	102	-1	-9	-8	1
CCCOc1ccc(NC(=O)C2CC(=O)N(C(C)C)C2)cc1 (stereo unspecified)	0	97	2.0	97	-4	0	97	0	-1	-1	17
O=C(Nc1ccc(C(=O)NC2CCCCC2)cc1)c1cccnc1	-6	102	1.6	?	-2	-5	101	-3	-6	-9	22
CN(C(=O)c1ccccc1C(=O)c1ccccc1)C1CCS(=O)(=O)C1 (stereo unspecified)	0	99	0.8	97	-4	-10	101	-1	-8	-9	6
O=C(CN1CCCCC1)Nc1cc(Cl)ccc1Cl	-3	99	0.8	101	-3	1	100	1	0	-1	4
COc1ccc(OC)c(NC(=O)CCn2cccc2)c1	0	99	0.4	100	-2	-7	104	-1	-6	-12	7

The listing continues:
SMILES	Bcl-W Bim block	RGS4-Gao reg	ABCB1 block	RGS7-Gao reg	Bcl-XL Bim block	Bcl-2 Bim block	RGS8-Gao	Bim-Mcl-1	Bcl-B Bim block	Bim-Bfl-1	ABCG2 inh
CN(Cc1ccccc1)C(=S)Nc1ccc(OC(F)F)cc1	0	103	-0.3	103	0	0	101	-1	-2	1	2
CSc1nnc2n(C)c3c(c(=O)n12)C1(CCCC1)Cc1ccccc1-3	4	98	1.5	98	-1	-6	100	0	-5	-7	11
CCCCCCC(=O)Nc1nc(C)c(-c2csc(Nc3cc(Cl)ccc3OC)n2)s1	2	107	-0.6	102	-5	-5	101	-5	-3	-11	-2
CCOC(=O)Cc1nc2ccccc2o1	-2	112	1.0	115	-3	2	124	0	0	2	3
CCOC(=O)C1=C(C)N[C@@]2(O)c3ccccc3C(=O)[C@@]12O	-1	93	0.5	96	-5	-2	95	0	2	2	0
Cc1cccn2c(=O)c(/C=N/O)c(N3CCCCC3)nc12	0	99	0.4	101	-2	-6	100	-4	0	-2	3
CCOc1ccccc1NC(=O)COn1nnc2ccccc21	-3	115	1.1	113	-1	-5	111	-1	-2	-1	6
COc1ccc(OC(=O)CN2C(=O)C3C4CCC(C4)C3C2=O)cc1 (stereo unspecified)	0	100	0.1	99	-6	0	107	-3	-1	-1	1
O=C(O/N=C1\CCS(=O)(=O)c2sccc21)c1ccccc1	1	103	0.2	107	5	0	105	2	1	0	1
CCCCC(=O)Nc1nnc(C2=COCCO2)o1	0	107	0.0	109	-1	0	106	-2	-4	-5	0
CCN1CCCC1CN(Cc1cc2cc(OC)ccc2[nH]c1=O)C(=O)NCc1ccccc1 (stereo unspecified)	0	99	0.0	103	-3	-5	102	-3	-3	-2	0
COc1ccc(-n2nnnc2SCC(=O)N2CCCC2)cc1OC	1	101	0.2	105	0	1	101	0	0	0	1
CCC(=O)Nc1ccc(C(=O)Nc2cccnc2)cc1	0	108	-0.6	104	-6	-8	100	-2	-11	-13	4
Cc1ccc(-n2c(N)c(C(N)=O)sc2=S)cc1	0	98	-0.2	131	-7	-4	86	-5	-13	18	-1
CCN(CC)S(=O)(=O)c1ccc(N2CCOCC2)c(NC(=O)c2cc(-c3ccccn3)nc3ccccc23)c1	-1	95	0.7	94	-1	-1	97	-1	-6	-5	1
CC(Sc1nc2ccc(Br)cc2[nH]1)C(=O)O (stereo unspecified)	2	102	-0.5	101	0	-5	102	-7	-12	-5	1
O=C(NCc1ccco1)c1ccc2c(=O)n(CCC3=CCCCC3)c(=O)[nH]c2c1	-1	101	0.5	101	0	0	102	-1	0	0	4
CCOC(=O)C1CCCN(C(=O)C2CCC(CNS(=O)(=O)c3ccc(NC(C)=O)cc3)CC2)C1 (stereo unspecified)	-3	98	0.4	100	-1	0	100	0	-2	2	2
